High-throughput results deposited in PubChem BioAssay by Broad Institute.
PAX8 reporter – lowers PAX8-driven luciferase in RMG-I cells. RMG-I TPO-luciferase reporter, SteadyGlo, 24 h. inhibition, % at 12.6 µM. hit rate 1.2% among 360,000;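 active = mean replicate inhibition at least 60% with every replicate also reaching 60%; inconclusive = only one of the two criteria is met; inactive = mean below 60% and not all replicates reaching 60%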;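 note: luciferase light reporting Pax8 driven TPO promoter activity; plate controls were median of neutral control wells for no effect and mitoxantrone controls for full effect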
ERp5 inh – blocks human ERp5 reductase activity on insulin; Q15084; ERp5 insulin aggregation, absorbance 650 nm, 90 min; hit rate 0.05% among 350,000; inhibition, % at 9.99 µM;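 active = mean replicate inhibition above about 25%, with every replicate also reaching it, limit read from the data, passing the limit was not always enough; inconclusive = only one of those two criteria met; inactive = neither criterion met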
Target sequence (Q15084 whole entry, looked up): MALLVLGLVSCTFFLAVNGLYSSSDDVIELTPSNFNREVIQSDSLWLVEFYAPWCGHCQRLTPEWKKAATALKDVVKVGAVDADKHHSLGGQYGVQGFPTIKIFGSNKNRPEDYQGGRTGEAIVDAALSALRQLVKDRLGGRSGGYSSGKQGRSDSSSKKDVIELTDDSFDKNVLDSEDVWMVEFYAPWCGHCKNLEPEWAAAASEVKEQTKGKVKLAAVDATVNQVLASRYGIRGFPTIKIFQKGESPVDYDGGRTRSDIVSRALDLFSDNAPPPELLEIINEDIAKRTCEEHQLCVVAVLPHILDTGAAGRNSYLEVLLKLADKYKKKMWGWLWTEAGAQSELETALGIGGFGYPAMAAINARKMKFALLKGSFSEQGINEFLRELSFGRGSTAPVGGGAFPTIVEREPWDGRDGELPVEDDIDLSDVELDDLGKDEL
CFTR F508del cor – correctors of CFTR F508del function in bronchial epithelial cells. CFBE cells, YFP halide quenching; stimulated with forskolin plus potentiator P3; % fluorescence drop versus neutral controls. activity (quench increase), % at 7.58 µM. hit rate 0.36% among 350,000. AID 720511;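 active = mean added fluorescence quench of at least 8% versus neutral control, with both replicates also reaching 8%; inconclusive = only one of the mean or replicate conditions met; inactive = mean below 8% and not both replicates reaching 8%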;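 note: cells transiently co-express mutant CFTR-F508del with the halide-sensitive YFP; corrector assay measuring rescue of mutant channel to the surface after 24 h compound exposure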
INS-1E GSIS act – GLuc luminescence reporter in INS-1E cells, primary screen for activators of glucose-dependent secretion of insulin. hit rate 0.61% among 370,000. activation, % at 16.6 µM. INS-1E GLuc reporter insulin secretion, 2-3 h;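 active = lowest replicate activation of at least 40%, so every replicate reaches that level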;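 note: 0% = median of neutral control wells and 100% = median of IBMX positive control wells; some compounds called inactive have numbers as strong as hits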
DENV2 CPE rescue – inhibitors of DENV2 cytopathic effect | hit rate 1.7% among 350,000 | AID 651640 | DENV2-infected cells, cytopathic effect rescue, plate reader | CPE inhibition, % at 9.99 µM; in the data active = CPE inhibition above about 20%, passing the limit was not always enough; inconclusive = no clear call, values can overlap the other calls; tested in BHK-21 cells;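 note: 0% = median of neutral control wells and 100% = median of positive control wells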
EWS-Fli block – inhibitors of EWS/Fli oncoprotein transcriptional activity; inhibition, % at 12.6 µM; A673 NR0B1-luciferase reporter, viability-normalised; hit rate 0.67% among 350,000;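 active = mean inhibition of at least 50% after viability correction, with every replicate also passing that limit; inconclusive = mean reaches 50% but only one of two replicates passes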;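 note: firefly luciferase signal divided by Alamar Blue viability fluorescence both relative to DMSO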
ARNT-TACC3 inh – disruptors of human ARNT/TACC3 interaction; AlphaScreen His-ARNT PAS-B/GST-TACC3 binding, luminescence; TACC3 fragment carries E629A point mutation; inhibition, % at 9.99 µM; hit rate 0.66% among 390,000; AID 623870;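 active = mean inhibition of replicates at least 50% and at least half of replicates each reaching 50%; inconclusive = half or more replicates reach 50% but mean below 50%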;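 note: 0% = complete ARNT plus TACC3 wells and 100% = ARNT alone without TACC3; many hits fall short of the cut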
XiGFP reactiv – X-chromosome reactivation activator; activation, % at 7.58 µM; hit rate 0.055% among 360,000; XiGFP mouse fibroblasts, % GFP-positive cells imaging, 3 d; cells co-treated with 5-aza-dC sensitizer; scaled so ellipticine positive control = 100%; AID 743238;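 active = mean normalized replicate activation at least 10% and every replicate at or above 10%; inconclusive = only one of the two criteria met; inactive = mean below 10% and not all replicates reach 10%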;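 note: 0% = median of on-plate neutral control wells and 100% = ellipticine 6 µM median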
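Schedule: 3 d treatment, 15 min room-temperature fixation; system: 68-5-11 XiGFP fibroblast line; buffer or medium: DMEM plus 5-aza-dC sensitizer; control set: ellipticine 6 µM positive control; compound: one concentration, pinned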
The depositor's hits bear a star; u = inconclusive; x = no result given. Rows are unselected; about 4.2% have a hit in one of these screens.

nr	SMILES	PAX8 reporter	ERp5 inh	CFTR F508del cor	INS-1E GSIS act	DENV2 CPE rescue	EWS-Fli block	ARNT-TACC3 inh	XiGFP reactiv
1	Cc1nnc(N2C(=O)C(O)=C(C(=O)c3ccco3)C2c2ccc(C(C)C)cc2)s1 (stereo not drawn)	-8.8	x	x	17.0	x	x	-0.1	0.2
2	COc1cc(/C=N/NC(=O)CNC(=O)c2ccncc2)ccc1O	12.8	1.6	1.2	11.6	-0.7	x	-8.4	0.0
3	Cc1cc(C)c(S(=O)(=O)c2ccc(F)cc2C)c(Cl)n1	25.3	0.3	1.9	x	2.0	-7.6	-6.0	0.1
4	CCc1cccc(OCC(=O)Nc2ccc(S(=O)(=O)N3CCCC3)cc2)c1	22.3	11.1	-0.8	13.0	7.8	12.2	3.6	0.3
5	O=C(Nc1ccccc1)N1CCN(c2ccccc2)CC1	-21.6	-1.0	-2.4	x	-0.6	-11.7	-4.7	0.1
6	COc1ccccc1N(CC(=O)N1CCN(c2ccccc2)CC1)S(=O)(=O)c1ccc(C)cc1	10.0	1.3	-6.6	24.3	u	x	-8.9	0.0
7	Cc1ccc(C(=O)NCc2ccco2)cc1	0.2	-2.1	-1.3	-0.1	0.7	-21.1	-9.8	0.0
8	C[C@@H]1CN([C@@H](C)CO)C(=O)c2cc(NS(=O)(=O)c3ccc(F)cc3)ccc2O[C@@H](C)CCCCO[C@H]1CN(C)Cc1ccc(C(F)(F)F)cc1	97.0*	-2.8	0.9	-14.9	0.3	26.9	1.3	0.2
9	O=[N+]([O-])c1cc2ccccc2c(O)c1O	41.1	0.7	x	x	-5.6	-22.3	x	0.0
10	COc1ccc(C(F)(F)F)cc1N/C=C/c1nnnn1-c1ccc(C)cc1	-17.8	4.6	-0.8	x	1.1	2.8	-5.1	0.0
11	Cc1ccc(C)c(CN2CCSCC2)c1	-13.7	2.1	-1.2	3.7	6.7	2.8	-2.2	0.0
12	COc1ccccc1CNCC(=O)Nc1cc(S(=O)(=O)N2CCOCC2)ccc1Cl	5.9	-1.0	-1.9	15.7	1.6	7.2	x	-0.1
13	CCOc1ccc(N(CC(=O)NCCC2=CCCCC2)S(=O)(=O)c2ccccc2)cc1	8.4	5.0	-0.6	x	3.9	5.0	-9.5	0.1
14	N#CC1(NC(=O)COC(=O)c2ncc(Cl)c(Cl)c2Cl)CCCCC1	-5.3	-1.9	-1.0	3.2	-5.5	10.0	-3.1	-0.2
15	CCOP(=O)(OCC)C(NC(=O)/C=C/c1ccc(OC)cc1)c1ccccc1 (stereo not drawn)	-17.8	0.3	1.1	5.8	-2.8	7.1	-4.4	0.0
16	O=C1Nc2cc(C(=O)NCCCN3CCCC3)ccc2S/C1=C/c1cccc(Cl)c1	12.7	5.3	2.2	13.1	8.9	12.8	x	0.0
17	COC(=O)CNC(c1ccccc1)c1cc(Br)ccc1NC(=O)CCN1CCOCC1 (stereo not drawn)	53.7	-0.7	-0.5	32.8	1.0	10.3	x	0.0
18	C[C@@H]1CN([C@@H](C)CO)C(=O)c2cc(NC(=O)C3CCCCC3)ccc2O[C@H]1CN(C)C(=O)Nc1cccc2ccccc12	22.6	8.3	-1.5	-7.8	9.7	3.1	7.6	0.0
19	c1ccc(COc2cccc(CN3CCc4ccccc4C3)c2)cc1	8.0	2.8	4.8	-16.5	5.6	3.4	-9.0	0.1
20	CCCCNC(=O)c1ccc(/C=C2\Oc3ccccc3N(C)C2=O)cc1	-11.4	u	0.9	-7.2	4.7	-1.7	-3.0	-0.1
21	O=C(C[C@H]1C[C@@H]2c3cc(NC(=O)C4CCOCC4)ccc3O[C@@H]2[C@H](CO)O1)NCc1ccncc1	-12.0	19.1	-2.3	6.0	0.1	3.9	-7.2	0.3
22	CC(=O)N1CC[C@@H]2[C@H](CO)Nc3ccc(C#Cc4cccnc4)cc3[C@@H]21	-18.8	-3.3	0.1	-6.4	4.9	-6.0	4.8	0.2
23	CC1(C)Cc2nc(-c3ccccc3)nc(SCC(=O)N3CCOCC3)c2CO1	4.8	3.7	-0.5	-9.1	18.4	x	-3.9	0.0
24	COCc1cc(C)nc(Sc2nc3c(c(=O)n(C)c(=O)n3C)n2C)c1C#N	-3.1	-0.1	1.8	24.4	-3.6	-7.3	-8.6	0.0
25	C[C@@H]1CCCCO[C@H](CN(C)Cc2ccc(C(F)(F)F)cc2)[C@H](C)CN([C@@H](C)CO)C(=O)c2cc(NC(=O)NC3CCCCC3)ccc2O1	32.4	-0.4	-0.7	-12.9	9.3	48.9	-8.7	0.3
26	C[C@H](CO)N1C[C@H](C)[C@H](CN(C)Cc2ccccc2F)Oc2ncc(C3=CCCC3)cc2C1=O	-6.1	-13.4	0.3	4.6	3.0	-5.8	-0.5	-0.8
27	COc1ccc(Cc2nc3ccc(C(=O)N4CCCCC4CO)cc3o2)cc1OC (stereo not drawn)	3.1	2.6	-2.2	x	-14.7	-4.6	x	0.4
28	COc1ccc(S(=O)(=O)Nc2cccc3c2O[C@@H](CN(C)C(=O)Nc2ccc(C(F)(F)F)cc2)[C@H](C)CN([C@@H](C)CO)C3=O)cc1	x	0.1	-5.8	-23.3	-4.9	-11.8	1.3	0.0
29	S=C(NCc1ccco1)NCc1ccco1	8.4	-12.6	3.1	-7.5	-2.9	4.5	-1.1	0.1
30	COc1ccc(C[C@H]2CCn3cc(nn3)COC[C@H](CC(C)C)NC2=O)cc1	-1.5	-2.4	x	13.0	0.9	-0.5	x	0.0
31	CO[C@@H]1CN(C)C(=O)c2ccc(NC(=O)C3CCCCC3)cc2OC[C@H](C)N(C(=O)c2ccccc2)C[C@H]1C	-6.6	1.5	1.6	-8.6	-1.3	-4.6	6.4	0.0
32	O=C(NCC1OCCc2ccccc21)c1ccc(NC(=O)c2ccc(Cl)cc2Cl)cc1 (stereo not drawn)	-7.8	x	x	267.5*	x	x	-3.1	-0.1
33	O=S(=O)(c1cccc(Br)c1)N1CCN(c2ccnc3cc(Cl)ccc23)CC1	11.7	-2.4	1.3	-0.8	-11.0	x	-4.0	-0.1
34	CCN(CC)S(=O)(=O)c1ccc2c(c1)nc(SC(C)C(=O)NCC1CCCO1)n2CC (stereo not drawn)	10.5	-3.8	-0.6	-25.1	1.1	6.9	2.9	0.0
35	C[C@@H]1CN([C@H](C)CO)C(=O)c2cc(NC(=O)NC3CCCCC3)ccc2O[C@@H](C)CCCCO[C@@H]1CN(C)C(=O)Nc1ccccc1	7.4	1.3	2.4	-11.9	0.5	0.8	-2.7	-0.1
36	O=C(NCc1ccccc1)c1c[nH]c2ccccc2c1=O	-22.5	1.4	-0.7	25.8	0.6	-7.8	0.4	0.1
37	Cc1ccc2c(c1)N(CC(=O)Nc1nccs1)C(=O)CO2	4.9	-1.4	-1.9	-0.6	-2.4	-7.3	1.3	0.2
38	Cc1cc(C(=O)Nc2ccccc2[N+](=O)[O-])cs1	-32.0	6.9	-0.3	27.3	6.4	x	4.9	0.1
39	O=C(CCC1CCCN(C(=O)c2cc(F)ccc2F)C1)N1CCN(c2ccccn2)CC1 (stereo not drawn)	15.5	-1.4	-0.7	-3.1	3.5	-3.9	x	-0.2
40	CN1c2ccc(-c3cccc(F)c3)cc2[C@@H]2[C@@H](CCN2C(=O)Cc2cccnc2)[C@H]1CO	20.4	-1.0	1.0	36.9	-1.0	-0.4	10.1	0.0
41	Cc1ccc(S(=O)(=O)N(C)C[C@@H]2OCCCC[C@H](C)Oc3ccc(NC(=O)Cc4ccccc4)cc3C(=O)N([C@H](C)CO)C[C@H]2C)cc1	36.1	1.0	-0.4	-21.4	-5.5	9.0	-0.3	0.0
42	O=C1CCCN1CC(=O)N1CCCC(Nc2cccc(F)c2)C1 (stereo not drawn)	-15.6	2.7	-2.6	12.3	15.6	-7.7	-1.3	0.3
43	Nc1c(N(CCC2=CCCCC2)C(=O)c2ccco2)c(=O)[nH]c(=O)n1Cc1ccccc1	6.0	-0.5	0.3	-13.3	7.9	3.6	35.0	0.0
44	C/C(=N\N1CCN(Cc2ccccc2Cl)CC1)c1ccc([N+](=O)[O-])cc1	0.2	-1.7	3.0	-20.9	12.6	14.5	11.8	0.0
45	C[C@H]1CN([C@@H](C)CO)C(=O)Cc2cc(NC(=O)C3CCCCC3)ccc2O[C@@H]1CN(C)C(=O)Nc1ccc(F)cc1	8.3	10.5	-3.3	16.6	3.8	8.1	-8.7	-0.9
46	O=C(Nc1ccccc1F)N[C@@H]1CC[C@H](CC(=O)N2CCCCC2)O[C@H]1CO	-1.7	-2.5	-0.5	12.3	-2.2	1.1	-12.3	0.6
47	Cc1ccc(C(=O)NC2CCN(CC(=O)Nc3ccccc3Cl)CC2)cc1	8.2	4.1	-1.3	-11.2	7.1	2.2	-1.4	0.2
48	CC(C)Oc1c(N2CCOCC2)c(=O)c1=O	-6.2	0.7	1.5	11.4	16.3	-3.3	-4.1	0.0
49	Cc1cc2nccc(-c3ccc(OCCCF)cc3)n2n1	7.1	2.0	1.3	5.4	-1.0	-5.2	-31.0	0.0
50	Cc1ccsc1C(=O)N1CCCC1(C)C(=O)NCC(C)C (stereo not drawn)	-10.5	0.5	-3.3	3.5	-3.4	3.6	x	0.4

(more compounds)
nr	SMILES	PAX8 reporter	ERp5 inh	CFTR F508del cor	INS-1E GSIS act	DENV2 CPE rescue	EWS-Fli block	ARNT-TACC3 inh	XiGFP reactiv
51	Clc1cccc(-c2nc3nc4ccccc4nc3n2Cc2ccccc2)c1	84.9*	7.6	0.0	4.8	-11.1	0.6	-1.4	0.0
52	O=C(/C=C/c1cccc([N+](=O)[O-])c1)NCc1ccc2c(c1)OCO2	4.8	x	x	-23.6	x	x	-5.0	0.3
53	COc1cccc(OC)c1OCC(O)CN1CCN(c2ccccc2F)CC1 (stereo not drawn)	-11.2	8.0	-3.6	14.3	-2.6	2.8	-10.4	0.3
54	COCCN(C(=S)Nc1ccc(OC)c(Cl)c1)C1CCN(C(C)C)CC1	13.9	-1.4	3.7	-9.3	-1.2	-0.4	-7.2	-0.1
55	CSc1ncc(C(=O)O)c(C)n1	5.2	-1.1	1.4	-1.6	-1.0	-13.3	-4.3	0.0
56	Fc1ccc(CN2CCC(Cc3ccccc3)CC2)cc1F	9.4	2.0	-2.1	7.9	2.3	8.4	34.7	0.0
